LGR2 antag = Drosophila LGR2 receptor signaling inhibition | HEK293 LGR2, CRE-luciferase, bursicon-stimulated, 4 h | 0.35% of 380,000 active | inhibition, % at 9.99 µM;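 active = drop in luminescence signal, shown as inhibition above about 50% in the replicate tests, limit read from the data, passing the limit was not always enough; inconclusive = probably only some replicates passing the limit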;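 also: agonist challenge used bursicon conditioned medium at about half maximal strength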
SIRT5 block = blocks human SIRT5 desuccinylation of peptide; inhibition, % at 15 µM; Purified SirT5, succinyl-peptide AMC, trypsin-coupled fluorescence; AID 652115; 1.1% of 330,000 active; Q9NXA8; in the data active = inhibition above about 15%; inconclusive = no clear call, values can overlap the other calls
Target sequence (Q9NXA8 whole entry, looked up): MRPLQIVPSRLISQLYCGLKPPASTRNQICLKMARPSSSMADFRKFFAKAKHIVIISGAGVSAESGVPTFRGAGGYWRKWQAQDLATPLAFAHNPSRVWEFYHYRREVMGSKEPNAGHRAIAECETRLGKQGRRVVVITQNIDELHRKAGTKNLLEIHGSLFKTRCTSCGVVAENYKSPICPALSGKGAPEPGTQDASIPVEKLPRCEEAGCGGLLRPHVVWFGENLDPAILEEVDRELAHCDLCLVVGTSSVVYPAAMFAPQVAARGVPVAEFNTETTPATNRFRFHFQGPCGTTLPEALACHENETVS
ARNT-TACC3 inh = ARNT/TACC3 interaction disruption | inhibition, % at 9.99 µM | 0.66% of 390,000 active | AlphaScreen His-ARNT PAS-B/GST-TACC3 binding, luminescence; TACC3 fragment carries E629A point mutation | AID 623870 | Q9Y6A5;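 active = mean inhibition of replicates at least 50% and at least half of replicates each reaching 50%; inconclusive = half or more replicates reach 50% but mean below 50%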;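 also: 0% = complete ARNT plus TACC3 wells and 100% = ARNT alone without TACC3; many hits fall short of the cut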
PAX8 reporter = inhibitors of PAX8 transcriptional activity in RMG-I cells. RMG-I TPO-luciferase reporter, SteadyGlo, 24 h. inhibition, % at 12.6 µM. 1.2% of 360,000 active. AID 652154;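 active = mean replicate inhibition at least 60% with every replicate also reaching 60%; inconclusive = only one of the two criteria is met; inactive = mean below 60% and not all replicates reaching 60%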;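 also: luciferase light reporting Pax8 driven TPO promoter activity; plate controls were median of neutral control wells for no effect and mitoxantrone controls for full effect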
Casp6 inh = blocks human caspase-6 cleavage activity; P55212; inhibition, % at 12.5 µM; AID 686996; purified caspase-6, Z-VEID-R110 cleavage fluorescence; 0.53% of 350,000 active;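 active = mean inhibition across replicates at least about 35%, with every replicate also reaching that limit, limit read from the data; inconclusive = only one of the two criteria met; inactive = neither criterion met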;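 also: 0% = median of neutral control wells and 100% = no fluorescence left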
Target sequence (P55212 24-179 limits assumed): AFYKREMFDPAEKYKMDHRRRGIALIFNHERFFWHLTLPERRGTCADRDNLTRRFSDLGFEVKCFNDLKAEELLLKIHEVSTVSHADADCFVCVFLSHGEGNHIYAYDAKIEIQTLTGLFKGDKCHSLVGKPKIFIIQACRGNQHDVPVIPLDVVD
Target sequence (P55212 194-293 limits assumed): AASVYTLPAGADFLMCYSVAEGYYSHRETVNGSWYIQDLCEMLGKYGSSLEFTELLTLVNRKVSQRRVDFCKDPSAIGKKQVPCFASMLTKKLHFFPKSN
EWS-Fli block = blocks EWS/Fli oncoprotein-driven transcription; A673 NR0B1-luciferase reporter, viability-normalised; inhibition, % at 12.6 µM; 0.67% of 350,000 active;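 active = mean inhibition of at least 50% after viability correction, with every replicate also passing that limit; inconclusive = mean reaches 50% but only one of two replicates passes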;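 also: firefly luciferase signal divided by Alamar Blue viability fluorescence both relative to DMSO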
DENV2 CPE = inhibitors of DENV2 cytopathic effect | CPE inhibition, % at 9.99 µM | 1.7% of 350,000 active | AID 651640 | DENV2-infected cells, cytopathic effect rescue, plate reader; in the data active = CPE inhibition above about 20%, passing the limit was not always enough; inconclusive = no clear call, values can overlap the other calls; tested in BHK-21 cells;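 also: 0% = median of neutral control wells and 100% = median of positive control wells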
* = called active by the depositor; ? = inconclusive; · = not tested or not shown; & = joins results of further samples.

SMILES	LGR2 antag	SIRT5 block	ARNT-TACC3 inh	PAX8 reporter	Casp6 inh	EWS-Fli block	DENV2 CPE
CCOc1cc(N2CCOCC2)c(OCC)cc1NC(=O)Cn1cnnn1	-3	2	·	19	0	3	10
Cc1cc(=O)oc2c(N)c(O)ccc12	-16	·	-6	-5	13	12	-7
CC(C)CS(=O)(=O)C1=NSC2=NC(=O)/C(=C\c3ccc(OC(=O)c4ccco4)cc3)C(=N)N21	9	13	-2	-9	23	·	-3
O=C(N/C(=C\c1ccc(Cl)cc1)C(=O)N1CCCCC1)c1ccco1	16	-2	·	-4	0	-3	-2
CCCCNC(=S)NCc1ccc2[nH]c3c(c2c1)CCCC3	-6	0	-2	13	1	3	-1
COc1ccc(CN2[C@H](CO)[C@H]3c4ccccc4N(C(=O)CC(F)(F)F)C[C@H]32)cc1	-5	5	-8	31	3	8	-8
COc1cc(Cl)c(NS(=O)(=O)c2cc3[nH]c(=O)c(=O)[nH]c3cc2C)c(OC)c1	6	·	4	17	4	3	-7
O=C(O)c1ccc2c(c1)C(=O)N(c1ccc(Cl)cn1)C2=O	-2	5	-3	-9	3	-9	-14
Cc1cccc(C)c1NC(=O)C1(C)CSCC(=O)N1Cc1ccco1 (centres undefined)	-11	0	·	-4	-20	6	-5
C=CC[C@]12C[C@@]3(O[C@H](c4ccc(C(F)(F)F)cc4)N=C3C[C@H](c3ccc(OC)cc3)[C@H]1C)N(C1CCN(Cc3ccccc3)CC1)C2=O	11	·	·	-2	-3	4	20
O=C(NCCc1cccc(Cl)c1)C1CCC(=O)N(Cc2ccc(Cl)cc2)C1 (centres undefined)	11	-1	-6	4	-2	-6	0
C[C@H]1CN([C@@H](C)CO)C(=O)c2cc(-c3ccc(F)cc3)cnc2O[C@H]1CN(C)C(=O)c1cccnc1	-23	9	-2	13	-1	6	8
COc1ccc(S(=O)(=O)Nc2ccc3c(c2)OCCO3)cc1OC	-2	4	9	-22	-2	3	5
CCCOC1CCCN(Cc2cn(C)nc2-c2ccccc2F)C1 (centres undefined)	0	-8	0	19	1	-6	-1
COc1cc(OC)c2c(-c3cccc(-c4ccc(C(F)(F)F)cc4)c3)cc(=O)oc2c1	17	-2	-1	-18	0	?	2
Cc1noc(C)c1S(=O)(=O)N(C)C[C@H]1Oc2ccc(NC(=O)C3CCCCC3)cc2CC(=O)N([C@H](C)CO)C[C@H]1C	4	1	2	·	-1	-8	-8
C[C@H](CO)N1C[C@H](C)[C@H](CN(C)C(=O)C2CCOCC2)Oc2ncc(C#CC3(O)CCCC3)cc2C1=O	2	·	·	-38	·	-3	·
CC(C)NC(=O)N(C)C[C@@H]1Oc2ncc(C#CC3(O)CCCC3)cc2C(=O)N([C@@H](C)CO)C[C@@H]1C	6	0	0	·	0	2	3
CO[C@H]1CC[C@H]2CCN(C)C(=O)[C@@H](C)CN(C)C(=O)c3cc(C#N)ccc3OC[C@H]1O2	-1	-2	3	-12	2	1	0
Cc1cc(NC(=O)c2noc3c2CCCCC3)no1	-48	5	-2	·	-1	-74	2
CCOc1cc(/C=N/NC(=O)CSc2nncn2C)ccc1OCc1cccc(C)c1	3	·	30	-2	·	·	·
CC(C)CC#Cc1ccc2c(c1)O[C@H](CN(C)C(=O)c1ccccc1F)[C@@H](C)CN([C@@H](C)CO)S2(=O)=O	4	9	1	·	-1	17	32*
Cc1ccc(C(=O)N/N=C/c2ccc(-c3ccc(Br)cc3[N+](=O)[O-])o2)o1	-6	-1	2	16	4	12	5
COc1ccccc1CN1CC[C@@H]2[C@H]1c1cc(C3=CCCCC3)ccc1N[C@@H]2CO	6	-1	7	55	-4	6	-31
CCc1ccccc1NC(=O)Nc1ccc2c(c1)OCO2	1	-1	0	-33	-1	-22	6
O=C(/C=C/c1ccco1)NC(=S)Nc1nc(-c2ccc(Cl)cc2)cs1	·	-2	-6	-15	4	-7	-1
COc1ccc(-c2nnc3ccc(SCC(=O)Nc4nc5ccc(C)cc5s4)nn23)cc1OC	-9	·	0	16	·	·	·
FC(F)(F)c1ccc(NCCc2ccccc2)nc1	-13	-2	-6	-15	11	-24	5
O=C(N/N=C/c1ccncc1)c1ccc(OCc2ccccc2)cc1	-22	-4	-2	28	2	-3	·
COc1cccc(-c2cccc(-c3nc(C(=O)O)cc4c3[C@@H](CCO)N(S(=O)C(C)(C)C)C4)c2)c1 (some centres undefined)	7	-1	43*	-7	-1	-1	?

Reprinted from the part before: 5 entries; new compounds follow.
SMILES	LGR2 antag	SIRT5 block	ARNT-TACC3 inh	PAX8 reporter	Casp6 inh	EWS-Fli block	DENV2 CPE
O=C(/C=C/c1ccco1)NC(=S)Nc1nc(-c2ccc(Cl)cc2)cs1	·	-2	-6	-15	4	-7	-1
COc1ccc(-c2nnc3ccc(SCC(=O)Nc4nc5ccc(C)cc5s4)nn23)cc1OC	-9	·	0	16	·	·	·
FC(F)(F)c1ccc(NCCc2ccccc2)nc1	-13	-2	-6	-15	11	-24	5
O=C(N/N=C/c1ccncc1)c1ccc(OCc2ccccc2)cc1	-22	-4	-2	28	2	-3	·
COc1cccc(-c2cccc(-c3nc(C(=O)O)cc4c3[C@@H](CCO)N(S(=O)C(C)(C)C)C4)c2)c1 (some centres undefined)	7	-1	43*	-7	-1	-1	?
Cc1c(CCOC(=O)c2ccc(Cl)cc2Cl)sc[n+]1CC(=O)c1ccc(Br)cc1	-14	1	·	-5	-14	20	-4
CCN(CC)C(=O)Cn1cnc2sc(C(=O)Nc3cc(OC)c(OC)c(OC)c3)c(C)c2c1=O	-4&-1	·	-4	·	-1	·	·
C[C@@H]1CN([C@@H](C)CO)C(=O)c2cccc(NC(=O)C3CC3)c2O[C@@H]1CN(C)CC1CC1	24	-6	-5	-9	-3	0	-2
O=C(COc1ccccc1)Nc1nc2cc3c(cc2s1)OCO3	-24	-2	-1	-14	-1	·	-9
CC1CCCC(NC(=O)CN(C)S(=O)(=O)c2cnc[nH]2)C1C (centres undefined)	-13	-2	-8	5	3	11	-3
C[C@@H]1CN([C@H](C)CO)C(=O)c2cc(-c3ccccc3F)cnc2O[C@H]1CN(C)C	-4	-1	-2	·	-1	0	?
COc1ccc(CCN2CC(C(=O)NCCc3ccc(C)cc3)CC2=O)cc1OC (centres undefined)	24	-3	-2	2	48*	6	-5
C/C(=N\NC(=O)c1cc(-c2ccco2)nc2ccccc12)c1cccnc1	24	-6	-1	-47	5	6	-4
COc1cc(NC(=O)CSc2ccc(-c3ccco3)nn2)cc(OC)c1	2	-1	-2	15	7	-6	-4
O=C(CC(F)(F)F)N1C[C@H]2[C@@H](c3ccccc31)[C@@H](CO)N2C(=O)C1CCOCC1	14	0	-8	-12	-3	-3	-9
COc1cc(N)c(Cl)cc1C(=O)OCC(=O)NCc1cccs1	-21	0	-6	9	2	1	13
Cc1ccc2[nH]c(=O)c(CN(Cc3ccco3)C(=O)N3CCOCC3)cc2c1	2	0	-13	-4	1	3	1
CSc1cccc(N2CC(C(=O)N(CC(C)C)c3c(N)n(Cc4ccccc4)c(=O)[nH]c3=O)CC2=O)c1 (centres undefined)	13	-3	2	8	13	7	-4
C[C@@H]1CN([C@@H](C)CO)C(=O)c2cc(NC(=O)CCCN(C)C)ccc2O[C@@H]1CN(C)Cc1ccccc1	3	-5	-12	6	-2	-3	30*
CN(CC(=O)Nc1cccc(F)c1)C(=O)c1ccc(N2CCCCCC2)c([N+](=O)[O-])c1	13	0	12	21	3	8	5
O=C(C[C@H]1CC[C@H](NC(=O)Nc2ccc3c(c2)OCO3)[C@@H](CO)O1)NCc1ccc2c(c1)OCO2	19	·	-6	-6	-1	-8	17
Cc1ccc(S(=O)(=O)N(C)C[C@@H]2Oc3c(NC(=O)C4CC4)cccc3C(=O)N([C@H](C)CO)C[C@@H]2C)cc1	-6	-5	-4	-5	-2	13	5
Cc1cc2nnc(SCc3ccc4c(c3)OCO4)n2c2ccccc12	-8	-3	0	0	-3	-7	6
O=C(NNC(=O)C1CC(=O)N(c2ccc3c(c2)OCCO3)C1)c1ccc(F)cc1 (centres undefined)	6	6	20	0	-1	4	-6
CC1CCCC(NC(=O)c2ccc(F)c(S(=O)(=O)N3CCOCC3)c2)C1C (centres undefined)	11	-3	0	·	0	-3	4
CCCc1nnc(NC(=O)c2cccnc2)s1	-7	1	·	-14	0	1	4
O=C1NC(c2cccc([N+](=O)[O-])c2)Oc2ccccc21 (centres undefined)	-6	-1	-3	16	0	25	-2
C[C@H](CO)N1C[C@H](C)[C@@H](CN(C)C(=O)c2ccc3c(c2)OCO3)Oc2ncc(C3=CCCC3)cc2C1=O	1	-2	-3	6	0	3	3
Cc1cccc(C)c1NS(=O)(=O)c1cc2c3c(c1)CC(=O)N3CCC2	0	-1	·	8	1	·	-6
O=C(NC1CCCCC1)C1Cc2ccccc2CN1S(=O)(=O)c1ccc(F)cc1 (centres undefined)	7	1	1	·	-2	4	5
CC(=O)c1ccc(O)c(CSc2nncn2C)c1	33	-1	-2	-8	-5	2	2
O=C(NCc1ccco1)/C(=C\c1cccc([N+](=O)[O-])c1)NC(=O)c1ccco1	22	3	-4	8	0	3	0
O=C(NCCCc1ccccc1)c1cccc(NC(=O)C2CCCC2)c1	11	·	1	-15	0	2	-7
CCOc1ccc(Oc2ccc(C(F)(F)F)cc2N)cc1	-31	·	-9	-58	·	·	·
Cc1noc(C)c1N=Nc1ccc(Br)cc1C(=O)O	3	-3	-3	-14	1	1	0
O=C(O)C1C2C=CC(C2)C1C(=O)N1CCOCC1 (centres undefined)	-1	2	-3	·	-2	6	-8
CC(C#N)OC(=O)c1cccnc1SCC(=O)Nc1ccc2c(c1)OCO2 (centres undefined)	4	-4	-2	-9	1	-11	2
COCCNC(=O)C1CCC(=O)N1S(=O)(=O)c1ccc(C)cc1 (centres undefined)	19	0	-2	-15	-4	27	-2
C[C@H]1CN([C@@H](C)CO)C(=O)c2cccc(NC(=O)Nc3ccc4c(c3)OCO4)c2O[C@@H]1CN(C)S(=O)(=O)c1ccccc1	13	1	2	15	-3	0	-9
COc1ccc(Cl)cc1C(=O)Nc1ccc(Br)c(C)n1	-55	-1	-3	-18	3	-46	4
COc1ccc(C(=O)NC2CCN(Cc3ccccc3)C2)cc1S(=O)(=O)N1CCOCC1 (centres undefined)	-8	-1	-28	1	-1	1	8
Cc1cccc(NC(=O)NNC(=O)COc2ccc3ccccc3c2)c1	5	1	-4	3	0	·	6
COc1ccc(Cl)cc1NC(=O)c1sc2nc(C)nc(N3CCOCC3)c2c1C	-7	-12	0	-3	1	·	15
NC(=NC(=O)c1ccccc1)N1N=CCC1c1ccccc1 (centres undefined)	7	7	1	-8	-1	-3	-5
CCCCC(=O)N1CCN(c2nc3ccc(F)cc3s2)CC1	-64	1	18	-120	2	-2	-6
COC(=O)C[C@@H]1CC[C@@H]2[C@H](COC[C@@H](O)CN2C(=O)Nc2cccc(F)c2)O1	-7	-1	-11	-40	2	-57	11
Cc1ccc2cccc(OCc3ccc(F)cc3)c2n1	-3	-3	-23	13	1	20	1
Cc1ccc(NC(=O)c2cccs2)cc1NC(=O)c1cccnc1	5	-1	-3	10	3	2	-1
CS(=O)(=O)N(CC(=O)NCCSCc1cccc(Cl)c1)c1ccccc1F	17	-2	-2	5	-2	4	-4
O=C(NCc1ccc(F)cc1)c1[nH]c(C(F)(F)F)nc1-c1ccccc1	0	3	·	8	-2	12	-11
COc1ccc(C(=O)NNC(=S)NC(=O)c2ccc(Cl)cc2)cc1	-2	-1	37	7	-1	24	-11
COc1ccccc1-c1ccc([C@H]2[C@H]3CN(Cc4ccncc4)CCCCN3[C@H]2CO)cc1	0	-4	9	8	·	1	-7
COC(C[C@@H]1O[C@H]1[C@@H](O)COCc1ccccc1)OC	-5	3	-5	3	-2	-3	-7
COCCNC(=O)c1csc(Nc2cccc3ccccc23)n1	·	-2	-4	-4	2	-1	-11
O=C(N[C@@H]1CC[C@H](CC(=O)N2CCc3ccccc3C2)O[C@H]1CO)C1CC1	4	1	1	-2	-2	6	-2

Source: PubChem BioAssay
